High-throughput results (PubChem)
Lamin A splicing = modulators of lamin A splicing. 200,000 tested, 0.01% active. HeLa LMNA splicing GFP/RFP minigene ratio, 48 h. Potency, µM (doses to about 46.1 µM), for the others: top-dose ratio change, negative = inhibition, usual class: inhibitors; active = well fitted inhibition curve with a large enough effect in the signal ratio, with a control signal flat, not every such curve was filed as active; inconclusive = small, poorly fitted or top-dose-only effect, or effect the other way, or a change in a side signal; the % refers to the signal ratio; note: potency is the fitted concentration of half-maximal effect; % is set by controls: 0 for no effect and ±100 for the full control effect
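S3 HeLa cells stably expressing lamin A-EGFP splicing minigene plus DsRed2, 600 cells/well, 48 h compound exposure at 37C. Laser-scanning cytometry; analysed as GFP (500-530 nm)/RFP (575-640 nm) total intensity ratio; 0.5% DMSO vehicle.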
aGlu spleen mod = inhibits or activates alpha-glucosidase in human spleen homogenate | P10253 | AID 2112 | Potency, µM (doses to about 79.9 µM), without a hit: at the top dose activity change, negative = inhibition, usual class: inhibitors | human spleen homogenate, 4-MU-alpha-glucoside fluorescence | 240,000 tested, 0.006% active;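 note: potency is the fitted concentration of half-maximal effect; 0% = enzyme with vehicle and -100% = no enzyme basal signal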
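Human spleen homogenate (1 ug) incubated with compounds and 1 mM 4-methylumbelliferyl-alpha-D-glucopyranoside in pH 5.0 citrate/phosphate buffer, 37 C, 40 min. Stopped at pH 10; 4-MU fluorescence (Ex 365/Em 440 nm); AC50 by Hill fit.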
HTT aggregate = reduces HttQ103-GFP aggregates in PC12 cells. 220,000 tested, 1.1% active. PC12 HttQ103-GFP aggregates, Acumen cytometry, 40 h. Potency, µM (highest dose often 46.1 µM), inactives show at the highest dose activity change, negative = inhibition, most hits filed as inhibitors; note: potency is the fitted concentration of half-maximal effect; % is set by controls: 0 for no effect and ±100 for the full control effect; nearly all actives have a fitted effect of over 60% in size
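Compounds (qHTS titration) were added to PC12 cells expressing an ecdysone-driven HTT exon 1 Q103–GFP fusion after induction with 100 nM tebufenozide. Aggregate formation was measured as GFP objects in cell lysates.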
GAA glycogen = alters human alpha-glucosidase cleavage of glycogen. AID 2100. recombinant GAA, glycogen substrate, Amplex Red glucose oxidase fluorescence. 300,000 tested, 0.38% active. Potency, µM (highest dose often 76.4 µM), for inactives: at the highest dose activity change, negative = inhibition, actives largely listed as inhibitors;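 note: potency is the fitted concentration of half-maximal effect; 0% = full enzyme reaction and -100% = no-enzyme basal signal; the screen sought inhibitors and activators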
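Recombinant human enzyme (4 nM); glycogen substrate; 37 C, 40 min, pH 5.0. Readout: coupled glucose oxidase/Amplex Red fluorescence.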
HTT cytoprotect = cytoprotection in Huntington HTT-Q103 PC12 cell model | PC12 HTT-Q103 induced, cytoprotection, ATP luminescence, 40 h | 230,000 tested, 0.14% active | Potency, µM (doses to about 56.4 µM), inactives show cytoprotection (ATP increase), most hits filed as activators;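 note: potency is the fitted concentration of half-maximal effect; % of control where 0% means no effect; nearly all actives have a fitted effect of over 45% in size; toxic huntingtin expression switched on by the ecdysone agonist tebufenozide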
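Stable PC12 Q103-GFP cells in serum-supplemented, phenol red-free DMEM; induction by tebufenozide at 100 nM final; compound dose series; cell viability quantified luminescently from ATP.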
GAA inhib = inhibitors of human lysosomal alpha-glucosidase; Potency, µM (titrated, usually from 76.9 µM), for the others: at the highest dose activity change, negative = inhibition, most hits filed as inhibitors; AID 1466; 200,000 tested, 0.005% active; P10253; purified human GAA, 4-MU-alpha-glucoside fluorescence;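 note: potency is the fitted concentration of half-maximal effect; plate controls were uninhibited enzyme wells for no effect and no-enzyme background for full effect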
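Human enzyme at 4 nM with 400 uM 4-methylumbelliferyl-alpha-D-pyranoside, citrate/phosphate buffer pH 5.0, 0.005% Tween-20, 20 min at room temperature. Compounds up to 77 uM. 4-MU fluorescence (Ex 365/Em 440) read after NaOH/glycine stop; AC50 from Hill fit.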
CBFb RUNX1 block = inhibitors of human CBF-beta and RUNX1 interaction | Potency, µM (titrated, usually from 59.8 µM), for the others: top-dose activity, negative = inhibition, hits mostly inhibitors | AlphaScreen CBFb-His/RUNX1-biotin binding, biochemical | 230,000 tested, under 10 active | Q01196+Q13951; note: % of control where 0% means no effect
Target sequence (Q01196 whole entry, looked up): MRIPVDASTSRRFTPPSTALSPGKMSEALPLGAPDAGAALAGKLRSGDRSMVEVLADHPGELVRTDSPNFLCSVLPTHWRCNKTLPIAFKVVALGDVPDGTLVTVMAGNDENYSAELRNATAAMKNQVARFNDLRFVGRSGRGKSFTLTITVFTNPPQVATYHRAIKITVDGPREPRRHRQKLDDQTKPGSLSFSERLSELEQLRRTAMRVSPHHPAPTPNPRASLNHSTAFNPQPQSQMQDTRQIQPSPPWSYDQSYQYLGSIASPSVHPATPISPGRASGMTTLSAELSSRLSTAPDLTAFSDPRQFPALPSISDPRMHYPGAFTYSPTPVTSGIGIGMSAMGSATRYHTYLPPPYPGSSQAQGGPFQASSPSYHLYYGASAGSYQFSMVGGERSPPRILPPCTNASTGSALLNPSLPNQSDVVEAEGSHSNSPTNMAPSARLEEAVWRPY
Target sequence (Q13951 whole entry, looked up): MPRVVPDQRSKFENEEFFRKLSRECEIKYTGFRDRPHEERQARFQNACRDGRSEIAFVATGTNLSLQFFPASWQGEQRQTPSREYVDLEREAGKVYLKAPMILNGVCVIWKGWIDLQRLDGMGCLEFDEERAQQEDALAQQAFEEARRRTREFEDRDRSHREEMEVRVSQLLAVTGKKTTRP
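CBF-beta (His) and RUNX1 (biotin), 30 nM each; 20 min preassociation; + compound, 15 min; + beads 50 ng each (Ni, streptavidin), 90 min; RT; AlphaScreen read.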
Starred values were filed as active, the others as inactive; u = inconclusive; x = no result given; [ ] = remark or other dose. Unless noted, calls come from the whole dose curve; as a rule, active = well fitted curve in the direction sought with a large enough effect; inconclusive = small, poorly fitted or top-dose-only effect, or another doubt; inactive = no such curve, though single readings can be large; an effect the other way counts as inactive or inconclusive.

SMILES	Lamin A splicing	aGlu spleen mod	HTT aggregate	GAA glycogen	HTT cytoprotect	GAA inhib	CBFb RUNX1 block
COc1ccc(-c2nnc(SCc3nnc(-c4ccc(Cl)cc4)o3)n2-c2ccccc2)cc1	u	-13%	u	-6%	14%[10 µM]	0%	3%
CS(=O)(=O)Nc1cccc(-c2ccc3ncnc(NC4CCNCC4)c3c2)c1	7%	6%	x	x	-38%[inhibitor]	x	x
COc1ccc(N(CCC#N)C(=O)/C(C#N)=C\c2cccs2)cc1	x	4%	14%[9.22 µM]	5%	16%[10 µM]	x	7%
CCCc1nnc(NC(=S)Nc2ccccc2)s1	u	-1%	22%	0%	-21%	4%	0%
CCOC(=O)Cn1c(=O)c2c(nc(N3CCCCC3)n2C)n(C)c1=O	u	-12%	6%[9.22 µM]	-13%	-8%[10 µM]	-5%	-4%
CSc1nnc(C)c(/C=C/Nc2ccc(Cl)cc2)n1	5%	-5%	1%	-11%	-39%[inhibitor]	u	-2%
CC(/C=C/c1ccccc1)=N/NC(=O)c1cc([N+](=O)[O-])cc([N+](=O)[O-])c1	1%	-4%	-25%	1%	x	6%	-6%
N#Cc1ccsc1NC(=O)c1cnccn1	-7%	-6%	11%	-9%	-15%[10 µM]	-7%	-13%
O=C(CSc1nnc(CNc2ccccc2)o1)N1CCCc2ccccc21	-3%	-13%	-23%	3%	-12%[10 µM]	3%	-10%
O=C(Nc1nnc(CCc2ccccc2)s1)C1CCCO1 (centres undefined)	1%	-9%	4%	1%	-40%[inhibitor]	-13%	4%
COC(=O)Cc1c[nH]c2ccc(OCC(O)CNC(C)C)cc12 (centres undefined)	-1%	-10%	13%	9%	13%[0.074 µM]	-11%	-7%
O=C(COC(=O)c1ccccc1Nc1ccccc1)NCc1ccco1	11%	-7%	0%	14%	14%[10 µM]	7%	-1%
O=C(c1ccc(Cn2c(=O)[nH]c3ccccc3c2=O)cc1)N1CCN(c2ccc(F)cc2)CC1	u	-6%	u	-2%	-65%[inhibitor]	5%	-20%
Cc1ccc(-c2ccc(S(=O)(=O)NCc3ccco3)cc2)cc1	10%[46 µM]	1%	1%[9.22 µM]	16%	-2%[10 µM]	-7%	5%
Cc1ccnc(SCCn2c(N3CCCCC3)nc3c2c(=O)n(C)c(=O)n3C)n1	1%	-3%	-18%	9%	2%[0.074 µM]	-3%	2%
O=S(=O)(Nc1ccc(N2CCOCC2)cc1)c1ccccc1	-3%	-1%	-17%	14%	4%	-1%	-2%
Cc1ccccc1N1CCN(Cc2c(C#N)c3ccccc3n2C)CC1	u	4%	u	-6%	20%	u	3%
COc1cccc(-c2csc(N3CCN(CC(=O)NNC(=O)c4ccco4)CC3)n2)c1	-6%[46 µM]	-5%	4%[9.22 µM]	-10%	2%[10 µM]	3%	-5%
CC(C)COc1ccc(C(=O)OC2CC(C)(C)OCC2CN(C)C)cc1 (centres undefined)	-1%	2%	-14%	0%	-12%	-11%	1%
CCOC(=O)C1CCN(C(=O)/C=C/c2ccccc2)CC1	35%[46 µM]	x	7%	3%	-23%	-5%	3%
COCC1=C(C(=O)OC)C(c2cccs2)n2ncnc2N1 (centres undefined)	x	1%	-2%[9.22 µM]	1%	22%[10 µM]	x	7%
Nc1nc2c(F)c(F)c(F)cc2s1	u	-20%	-18%	0%	-29%	-6%	9%
CCOc1cc(CNCc2cccnc2)ccc1OCC(=O)NC(C)(C)C	u	-4%	0%	9%	-21%	6%	1%
Cc1ccc(SCCC(=O)OCC(=O)Nc2ncc(Cl)cc2Cl)cc1	6%	1%	4%	1%	-12%	-2%	-3%
CCCC(=O)Nc1ccc(NC(=O)c2cccc(OC)c2)nc1	1%	-1%	25%	6%	-17%	1%	6%
SMILES	Lamin A splicing	aGlu spleen mod	HTT aggregate	GAA glycogen	HTT cytoprotect	GAA inhib	CBFb RUNX1 block
COc1ccc(/C=C/C(=O)c2ccccn2)cc1	-1%[46 µM]	9%	18%	-9%	4%[10 µM]	-6%	u
CCn1cc(-c2n[nH]c(=S)n2-c2ccc(C)cc2Br)c(=O)c2ccc(C)nc21	x	2%	-7%[9.22 µM]	-9%	-5%[10 µM]	-5%	5%
O=C(CSc1nc2ccccc2s1)NNC(=S)Nc1ccc(Br)cc1	3%	-12%	-1%	u	-10%	3%	-11%
Nn1c(SCC(=O)NC2CCCCC2)nnc1C1CC1	7%	10%	9%	-9%	27%	-3%	16%
CCS(=O)(=O)Nc1ccc(C2=NN(C(=S)Nc3ccccc3)C(c3ccco3)C2)cc1 (centres undefined)	-7%	6%	4%	-16%	26%[10 µM]	u	-20%
N#C/C(=C(/O)COC(=O)c1ccccc1O)c1nc2ccccc2s1	6%[46 µM]	-3%	u	-17%	16%[10 µM]	11%	-8%
CCOC(=O)N1CCN(C(=S)NC(=O)c2ccc(F)cc2)CC1	42%[46 µM]	2%	x	-9%	x	8%	4%
O=C(Cn1cccc1)NC1CCCCCC1	6%	2%	0%	-4%	11%	0%	-1%
CCOc1ccc(Br)cc1-c1noc(-c2cccs2)n1	-8%	4%	12%	0%	-2%	-13%	5%
NC(=S)Nc1nc2ccccc2[nH]c1=O	6%	-1%	32%	1%	1%	-2%	-10%
COC(=O)c1ccc(NC(=S)NC(=O)c2c(-c3ccccc3)noc2C)cc1	7%[46 µM]	1%	21%[9.22 µM]	-8%	22%[10 µM]	-5%	10%
CCCn1cnc2c(=S)nc(N)[nH]c21	x	2%	0%[9.22 µM]	-9%	17%[10 µM]	x	2%
N=c1c(C(=O)NCc2ccc(F)cc2)cc2c(=O)n3ccccc3nc2n1CC1CCCO1 (centres undefined)	21%	4%	8%	-3%	-25%	13%	3%
COc1ncc2nc(-c3ccc(F)cc3)c(=O)n(-c3ccccc3)c2n1	-4%	-9%	x	x	-72%[inhibitor]	x	x
COc1ccc(Cl)cc1NC(=S)NNC(=O)c1cccs1	-5%[46 µM]	0%	-8%[9.22 µM]	u	0%[10 µM]	-1%	-3%
CC(C)C(=O)Nc1ccc(NC(=O)c2ccco2)cn1	3%	0%	-5%	8%	-20%[10 µM]	4%	1%
O=C(CN1CCN(Cc2ccc3c(c2)OCO3)CC1)c1c[nH]c2ccccc12	1%	-7%	-3%	5%	-12%	-4%	2%
O=c1[nH]c(=O)n(CCc2ccc(F)cc2)c(O)c1C=NCc1ccc2c(c1)OCO2	-9%	-10%	1%	5%	5%[10 µM]	2%	14%
CC(=O)NCCNC(=O)[C@H](Cc1ccccc1)NC(=O)c1cccs1	5%	-9%	11%[9.22 µM]	5%	-5%	-4%	-5%
CN1/C(=C\C(=O)c2cccc(S(=O)(=O)N3CCCCC3)c2)C(C)(C)c2ccccc21	u	3%	u	12%	x	-6%	8%
Cc1nnnn1CC(=O)Nc1ccccc1[N+](=O)[O-]	-9%	0%	7%	12%	-6%[10 µM]	0%	-1%
COCCCNC(=O)/C=C/c1ccc(Cl)cc1Cl	15%[0.0737 µM]	-7%	-14%	1%	5%	-8%	-1%
Cc1nonc1C(=O)N/N=C/c1ccc(O)cc1O	u	6%	7%[9.22 µM]	-7%	25%[10 µM]	4%	6%
COc1ccc2nc(-n3c(C)ccc3C)sc2c1	14%	14%	22%	-1%	-8%	1%	-2%
CCOC(=O)c1sc(Nc2ccc(OCC)cc2)nc1C	1%[46 µM]	-4%	8%[9.22 µM]	-13%	0%[10 µM]	u	7%

Quoted at random: 5 compounds from above, in no set order.
SMILES	Lamin A splicing	aGlu spleen mod	HTT aggregate	GAA glycogen	HTT cytoprotect	GAA inhib	CBFb RUNX1 block
CCCn1cnc2c(=S)nc(N)[nH]c21	x	2%	0%[9.22 µM]	-9%	17%[10 µM]	x	2%
Nn1c(SCC(=O)NC2CCCCC2)nnc1C1CC1	7%	10%	9%	-9%	27%	-3%	16%
COc1ccc(N(CCC#N)C(=O)/C(C#N)=C\c2cccs2)cc1	x	4%	14%[9.22 µM]	5%	16%[10 µM]	x	7%
CCOC(=O)c1sc(Nc2ccc(OCC)cc2)nc1C	1%[46 µM]	-4%	8%[9.22 µM]	-13%	0%[10 µM]	u	7%
COc1ccc(Cl)cc1NC(=S)NNC(=O)c1cccs1	-5%[46 µM]	0%	-8%[9.22 µM]	u	0%[10 µM]	-1%	-3%

Other structures.
SMILES	Lamin A splicing	aGlu spleen mod	HTT aggregate	GAA glycogen	HTT cytoprotect	GAA inhib	CBFb RUNX1 block
COc1ccc(S(=O)(=O)N2CCN(CC(=O)Nc3cc(C(F)(F)F)ccc3Cl)CC2)cc1	4%	-1%	-9%	-4%	-38%	-6%	7%
O=C(Nc1ccc2c(c1)S(=O)(=O)N=C1CCCCCN12)c1ccccc1Cl	5%[46 µM]	2%	-1%	3%	-45%	10%	-18%
Cc1ccccc1-c1cncnc1Nc1ccc(F)cc1	7%	1%	x	x	8%	x	x
Cc1cc(C)c(C)c(S(=O)(=O)Nc2ccc(OCC(=O)O)cc2)c1C	4%	1%	8%	1%	5%	-1%[15.4 µM]	-3%
O=C(CCCCCN1C(=O)CCC1=O)NCc1ccccc1	-5%	6%	9%	-1%	5%[0.074 µM]	0%	7%
Cc1ccc(-n2c(SCC(=O)Nc3ccc4c(c3)OCO4)nnc2-c2ccccn2)cc1	5%	-10%	3%	-2%	13%	-4%	0%
CN(C)CCCN1C(=O)c2cccc3c([N+](=O)[O-])ccc(c23)C1=O	u	-5%	-6%	5%	-24%[10 µM]	14%	1%
CCOCCCNC(=O)c1cc(Sc2ccc(F)cc2)nc2ccccc12	u	-1%	7%	13%	-3%[10 µM]	-2%	-4%
Cc1cc(C)n(-c2nnc3n2N=C(c2c[nH]c4ccccc24)CS3)n1	u	-11%	-7%	-16%	6%[10 µM]	-6%	6%
O=C(Cc1coc(-c2ccc(F)cc2)n1)N1CCOCC1	-16%	-1%	7%	-2%	-5%	-6%	-3%
c1ccc(-c2nnc(NC3=NCCC3)o2)cc1	2%[46 µM]	9%	-7%[9.22 µM]	21%	-47%[inhibitor][1.9 µM]	5%	-1%
COc1cccc(C2C3=C(N=C4SCC(=O)N42)c2ccccc2CC3)c1OC (centres undefined)	2%	-3%	-7%	-14%	13%	-1%	3%
COc1ccccc1CC(=O)Nc1ccc([N+](=O)[O-])cc1O	x	3%	-4%[9.22 µM]	-2%	-6%[10 µM]	x	-5%
CCc1nnc(NC(=O)C(C)N2C(=O)C3C4C=CC(C4)C3C2=O)s1 (centres undefined)	5%	-2%	9%	4%	18%	-2%	5%
